Screens: PubChem BioAssay, several laboratories
Cardio protect = cardioprotection against H2O2-induced cell death, primary screen, uHTS, H9c2 cells, ATPLite luminescence; 360,000 tested, 0.63% active; protection from H2O2 cell death, % at 20 µM; H9c2 cardiomyocytes, H2O2 injury protection, 2 h;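 active = compounds giving at least 50% protection of heart cells from peroxide-induced death in the single-dose screen, raw or plate-pattern-corrected value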;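 note: 0% = DMSO wells with peroxide and 100% = DMSO wells without peroxide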
m5-HT2A agonist = mouse Htr2a agonists via beta-arrestin recruitment, primary screen, cell-based, luminescence | 5-hydroxytryptamine receptor 2A (Mus musculus), P35363 | 360,000 tested, 0.66% active | activation, % at 7.6 µM | CHO-K1 mHTR2A beta-arrestin complementation; percent of 30 µM serotonin response;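 active = activation above a run cutoff, the mean activation of all tested compounds plus 3 SD, cut at about 14% in these data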;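 note: 0% = plate median of compound wells and 100% = 30 µM serotonin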
MC4R antagonist = MC4R antagonists of cAMP signaling, primary screen, cell-based, TR-FRET, antagonist arm of biased-ligand search; MC4R-expressing cells, MTII-stimulated cAMP, LANCE TR-FRET; inhibition, % at 6.5 µM; 360,000 tested, 0.48% active; AID 540295, 2011;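 active = inhibition above its plate's cutoff, the mean of tested wells on that plate plus 3 SD, cut at about 29% in these data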;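 note: 0% = Melanotan II alone and 100% = Melanotan II plus saturating MCL0020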
Target sequence (P32245 whole entry, looked up): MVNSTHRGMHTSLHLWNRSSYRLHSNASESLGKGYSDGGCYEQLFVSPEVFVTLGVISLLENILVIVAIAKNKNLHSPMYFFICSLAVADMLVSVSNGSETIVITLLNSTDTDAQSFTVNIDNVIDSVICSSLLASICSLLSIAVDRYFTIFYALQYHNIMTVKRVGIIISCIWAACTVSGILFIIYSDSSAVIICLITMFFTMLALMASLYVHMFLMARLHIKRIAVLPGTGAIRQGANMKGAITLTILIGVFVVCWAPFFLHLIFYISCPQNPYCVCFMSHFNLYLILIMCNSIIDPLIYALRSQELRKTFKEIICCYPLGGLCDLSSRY
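Assay system: human MC4R-expressing U2OS cells; reagent: Melanotan II stimulation of cells; dosing: 6.5 µM single dose; timing: compound 30 min, challenge 1 h, detection 1 h; signal: TR-FRET cAMP assay; replicates: one well per compound, no replicates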
ABCB6 inh 2 = ABCB6 transporter inhibitors, primary screen, K562-ABCB6 cells, flow cytometry, MLPCN library | ATP-binding cassette sub-family B member 6 (Homo sapiens), Q9NP58 | K562-ABCB6 porphyrin accumulation, 1 h; stronger effect = lower value | AID 602162, 2011 | fluorescence ratio to DMSO, % at 10 µM | 360,000 tested, 0.19% active;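 active = fluorescence ratio to DMSO below 75%, the collection mean minus 3 SD; inconclusive = too few cells collected in the well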;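 note: signal is porphyrin accumulated inside mitochondria; 100% equals median channel fluorescence of DMSO control wells; lower ratio means ABCB6 inhibition with less porphyrin fluorescence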
MC4R barr agon = MC4R agonists recruiting beta-arrestin, primary screen, cell-based, luminescence, agonist arm of biased-ligand search | Melanocortin receptor 4 (Homo sapiens), P32245 | U2OS MC4R beta-arrestin complementation; percent of melanotan II response, DMSO zero | activation, % at 8.9 µM | 360,000 tested, 0.98% active;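 active = activation above a per-plate cutoff, the mean activation of sample wells on that plate plus 3 SD, cut at about 8% in these data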
N-glyco inh = increase of ERlucT glycosylation luciferase signal, primary screen, N-linked glycosylation inhibitor project, D54 ERlucT cells, luminescence, set 2. D54 ERlucT glycosylation luciferase reporter, 24 h; percent of 100 nM tunicamycin response. reporter increase, % at 12.5 µM. 360,000 tested, 0.23% active. AID 588692, 2011;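 active = mean luciferase reporter signal, scaled so untreated is 0 and the glycosylation-blocking control 100, at or above a set limit in every replicate; inconclusive = mean reaches the limit but not every replicate does; inactive = mean below the limit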;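 note: luciferase carries N-glycosylation sites so blocking glycosylation raises the light; 0% = median of neutral control wells and 100% = median of 100 nM tunicamycin wells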
ABHD5-PLIN5 inh = ABHD5-PLIN5 interaction inhibitors, primary screen, cell lysate, split luciferase complementation, luminescence | Split G. princeps luciferase complementation, 4 h | inhibition, % at 4 µM | 360,000 tested, 0.78% active;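 active = inhibition above the mean inhibition across every tested compound plus 3 SD, cut at about 22% in these data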;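 note: 0% = DMSO only wells and the 100% control is not disclosed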
Granule exo inh = LAMP-1 surface exposure blockers, TALL-104 cells – cell-based, flow cytometry, MLPCN library, primary screen. TALL-104 LAMP-1 surface exposure; cells stimulated with thapsigargin and PMA. 360,000 tested, 0.66% active. inhibition, % at 10 µM;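 active = inhibition above about 55%, limit read from the data; inconclusive = no clear call, values can overlap the other calls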
PDI inh = inhibitors of human PDI, primary screen, biochemical, turbidity, single point, plate reader. PDI insulin aggregation turbidity, A650, 90 min. Protein disulfide-isomerase (Homo sapiens), P07237. inhibition, % at 10 µM. 350,000 tested, 0.052% active;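 active = mean inhibition across replicates of 30% or more, whatever share of single replicates reach that level; inconclusive = mean inhibition below 30% while every single replicate reaches 30%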;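 note: absorbance from insulin aggregation driven by PDI reduction with DTT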
Target sequence (P07237 whole entry, looked up): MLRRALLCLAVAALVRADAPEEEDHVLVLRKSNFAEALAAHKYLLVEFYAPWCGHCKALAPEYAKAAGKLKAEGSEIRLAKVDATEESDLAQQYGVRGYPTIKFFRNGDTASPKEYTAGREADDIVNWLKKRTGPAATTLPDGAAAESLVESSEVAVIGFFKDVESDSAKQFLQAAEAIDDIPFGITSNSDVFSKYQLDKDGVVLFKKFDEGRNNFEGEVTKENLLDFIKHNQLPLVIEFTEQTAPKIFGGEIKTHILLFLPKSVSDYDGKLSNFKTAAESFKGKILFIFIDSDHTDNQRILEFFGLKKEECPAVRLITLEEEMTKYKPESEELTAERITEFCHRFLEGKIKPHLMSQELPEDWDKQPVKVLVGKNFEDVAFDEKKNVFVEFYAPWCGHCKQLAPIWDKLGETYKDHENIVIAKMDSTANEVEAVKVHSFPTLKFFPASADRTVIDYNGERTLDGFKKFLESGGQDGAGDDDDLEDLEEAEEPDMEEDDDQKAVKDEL
CaV13 FRET inh = Primary screen for inhibitors of IQ motif and Ca2+-dependent inactivation inhibitor domain binding in CACNA1D, Förster resonance energy transfer in living cells, …. inhibition, % at 12.3 µM. 340,000 tested, 0.098% active. HEK cells, CFP/YFP FRET ICDI-IQ, plate reader, 10 min; percent FRET-ratio fall versus neutral wells;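 active = mean replicate inhibition of at least 30% and at least 1% of replicates passing that level; inconclusive = only one of the two criteria is met; inactive = neither criterion is met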;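 note: 0% = median of the neutral control wells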
Numbers without * were called inactive; ? = inconclusive; nt = not tested or not shown.

SMILES	Cardio protect	m5-HT2A agonist	MC4R antagonist	ABCB6 inh 2	MC4R barr agon	N-glyco inh	ABHD5-PLIN5 inh	Granule exo inh	PDI inh	CaV13 FRET inh
Cc1ccc(S(=O)(=O)NNC(=O)c2ccc(F)cc2)cc1	1	2	-2	95	-1.1	0	0	-4	-5	-5
CCOc1ncccc1C(=O)OCC(=O)c1ccc(C)c(C)c1	2	5	15	100	0.8	2	1	-1	2	3
O=C(NCc1cc(Cl)cc(Cl)c1)c1csc([C@@H]2C[C@H](O)[C@@H](CO)O2)n1	4	-1	-1	98	0.3	-1	6	-4	15	-6
NS(=O)(=O)c1ccc(CCNC(=O)c2ccc3c(=O)n4c(nc3c2)CCCCC4)cc1	12	3	9	99	0.3	0	0	1	-6	-6
COc1cc(OC)cc(C(=O)NCC(=O)N2CC=C(c3ccccc3)CC2)c1	19	0	-6	95	-1.9	16	-4	-13	-2	-5
Cc1ccc(-c2nnc(N3CCN(C(=O)COc4cccc(C)c4)CC3)c3ccccc23)cc1	17	1	-1	99	-2.0	-4	-1	7	1	-12
CC1(C)OC(C)(C)/C(=C/Nc2ccc(O)cc2)C1=O	11	-1	6	104	-0.3	3	-10	4	2	-3
Cc1cccc(NC(=O)c2sc(NC(=O)COc3ccccc3)c(C#N)c2C)c1C	-5	2	-2	96	-0.3	-1	-1	-2	15	-1
O=C1CSC(c2cn(-c3ccccc3)nc2-c2ccccc2)N1Cc1ccco1 (centres undefined)	12	-3	8	105	-0.8	-2	1	5	-1	-7
COc1cc(NC(=O)n2ncc3cc(Cl)ccc32)cc(OC)c1	-3	0	1	93	3.6	3	-5	5	-1	-20

Compounds listed so far that contain four or more nitrogen atoms, in the order listed:
SMILES	Cardio protect	m5-HT2A agonist	MC4R antagonist	ABCB6 inh 2	MC4R barr agon	N-glyco inh	ABHD5-PLIN5 inh	Granule exo inh	PDI inh	CaV13 FRET inh
NS(=O)(=O)c1ccc(CCNC(=O)c2ccc3c(=O)n4c(nc3c2)CCCCC4)cc1	12	3	9	99	0.3	0	0	1	-6	-6
Cc1ccc(-c2nnc(N3CCN(C(=O)COc4cccc(C)c4)CC3)c3ccccc23)cc1	17	1	-1	99	-2.0	-4	-1	7	1	-12

Next part:
SMILES	Cardio protect	m5-HT2A agonist	MC4R antagonist	ABCB6 inh 2	MC4R barr agon	N-glyco inh	ABHD5-PLIN5 inh	Granule exo inh	PDI inh	CaV13 FRET inh
Cc1c(C(=O)/C=C/c2ccccc2F)c2cc(O)ccc2n1C	8	8	-13	95	-2.0	-3	6	3	-4	-5
S=C(Nc1ccccc1)N1N=C(c2cccs2)CC1c1cccs1 (centres undefined)	-4	-6	9	109	-2.7	-6	-2	0	-3	-7
CNS(=O)(=O)c1cn(CC(=O)NCc2cccc(OC)c2)cc1S(=O)(=O)NC	4	2	3	98	0.1	1	2	10	-3	-5
COc1ccc(N2CCN(c3nc4ccccc4nc3NS(=O)(=O)c3ccccc3)CC2)cc1	-3	1	2	99	-1.4	-1	5	-2	8	-1
CC12CCC(C(S(=O)(=O)Nc3ccccc3)C1=O)C2(C)C (centres undefined)	2	-2	5	100	1.1	-1	-4	-5	1	-8
Cn1c2c(c(=O)n(C)c1=O)C(c1ccc(F)cc1)C(C#N)=C(N)O2 (centres undefined)	1	2	2	105	-0.3	3	12	-3	-1	-5
CCOc1ccc(CSCCNC(=S)Nc2ccccc2)cc1	-13	-7	2	100	-0.9	1	-3	-2	-17	-6
COCCNc1oc(/C=C/c2cccs2)nc1S(=O)(=O)c1ccccc1	-21	-8	-10	99	-0.3	-2	4	7	15	-6
CCN(CC)C(=O)C(C)OC(=O)COc1ccc(Cl)cc1Cl (centres undefined)	-2	2	3	91	-0.4	4	1	-3	2	-3
O=C(Nc1c(-c2ccc(Cl)cc2)[nH][nH]c1=O)c1ccccn1	6	0	nt	102	nt	1	-38	9	nt	-4

Some entries already given with just CaV13 FRET inh and Cardio protect:
| SMILES | CaV13 FRET inh | Cardio protect |
| --- | --- | --- |
| Cc1c(C(=O)/C=C/c2ccccc2F)c2cc(O)ccc2n1C | -5 | 8 |
| S=C(Nc1ccccc1)N1N=C(c2cccs2)CC1c1cccs1 (centres undefined) | -7 | -4 |
| CNS(=O)(=O)c1cn(CC(=O)NCc2cccc(OC)c2)cc1S(=O)(=O)NC | -5 | 4 |
| COc1ccc(N2CCN(c3nc4ccccc4nc3NS(=O)(=O)c3ccccc3)CC2)cc1 | -1 | -3 |
| CC12CCC(C(S(=O)(=O)Nc3ccccc3)C1=O)C2(C)C (centres undefined) | -8 | 2 |
| Cn1c2c(c(=O)n(C)c1=O)C(c1ccc(F)cc1)C(C#N)=C(N)O2 (centres undefined) | -5 | 1 |
| CCOc1ccc(CSCCNC(=S)Nc2ccccc2)cc1 | -6 | -13 |

The main list resumes, repeating the four entries before the break.
SMILES	Cardio protect	m5-HT2A agonist	MC4R antagonist	ABCB6 inh 2	MC4R barr agon	N-glyco inh	ABHD5-PLIN5 inh	Granule exo inh	PDI inh	CaV13 FRET inh
CCOc1ccc(CSCCNC(=S)Nc2ccccc2)cc1	-13	-7	2	100	-0.9	1	-3	-2	-17	-6
COCCNc1oc(/C=C/c2cccs2)nc1S(=O)(=O)c1ccccc1	-21	-8	-10	99	-0.3	-2	4	7	15	-6
CCN(CC)C(=O)C(C)OC(=O)COc1ccc(Cl)cc1Cl (centres undefined)	-2	2	3	91	-0.4	4	1	-3	2	-3
O=C(Nc1c(-c2ccc(Cl)cc2)[nH][nH]c1=O)c1ccccn1	6	0	nt	102	nt	1	-38	9	nt	-4
O=C(NCCSCc1ccco1)c1ccc(=O)[nH]c1	5	5	0	101	0.8	1	8	-2	-6	-3
COc1ccccc1NC(=O)N1CCc2c([nH]c3ccccc23)C1C(F)(F)F (centres undefined)	-2	-2	1	96	1.3	-1	3	0	4	-5
COC(=O)c1cn(-c2ccccc2)nc1C(=O)OC	0	2	4	91	-1.7	3	8	-2	17	-4
O=C(NCc1nnnn1-c1ccc(F)cc1)c1ccc2ccccc2c1	0	-1	5	98	0.5	1	-5	1	-1	-15
O=S(=O)(NCc1ccco1)N1CCOCC1	-3	-4	0	99	0.0	1	-1	-1	-6	nt
COc1ccc(OC)c(C(=O)N2CCC(CCC(=O)NC3CC3)CC2)c1	2	-1	12	86	-2.2	1	-3	-9	-1	-2
FC(F)(F)c1cnc(N2CCSCC2)c(Cl)c1	7	8	0	101	-0.8	1	-3	-3	10	-4
N#C/C(=C\c1ccc(-c2ccc(C(=O)O)cc2)o1)c1nc2ccccc2[nH]1	16	1	-3	217	0.3	-1	0	0	-1	-19
CC(C)=C(NC(=O)c1ccccc1)C(=O)NCc1ccccc1	1	-1	13	103	0.3	1	1	-1	-2	-2
C[C@H](NC(=O)c1ccc(C(C)(C)C)cc1)C(=O)N1CCOCC1	7	-6	2	99	-2.6	0	2	-2	25	-2
CCNc1ccc(C(=O)Nc2ccc3nc(C)sc3c2)cc1[N+](=O)[O-]	0	6	4	94	-0.1	4	5	-5	-8	-5
CCN(C(=O)COC(=O)CCCN1C(=O)c2cccc3cccc(c23)C1=O)C1CCS(=O)(=O)C1 (centres undefined)	4	-5	3	100	-1.9	1	-1	-2	3	-6
O=c1[nH]c(-c2cccnc2)nc2ccccc12	47*	-2	0	98	-0.5	1	1	-1	0	-3
Cc1cc(C)cc(C(O)c2ncc(-c3ccccc3)[nH]2)c1 (centres undefined)	-5	6	4	94	-2.1	1	-5	7	6	-7
O=C1c2cccc3c([N+](=O)[O-])ccc(c23)C(=O)N1Cc1cccnc1	-24	-3	11	196	-4.8	15	6	31	9	-250
N#CCCN(Cc1ccccc1)C(=O)Nc1ccccc1	12	1	0	95	-2.1	-1	-4	-3	-1	-14
CC(C(=O)c1ccccc1)[n+]1cccc(C(N)=O)c1 (centres undefined)	3	7	33*	99	0.5	1	-3	2	1	-14
CCCOc1ccc(-c2nnn(CC(=O)Nc3cccc(C(=O)OC)c3)n2)cc1	-9	-3	1	97	0.9	0	-2	5	5	-5
O=[N+]([O-])c1cccnc1S(=O)(=O)c1ccccc1	-20	-3	33*	103	1.6	-6	22*	?	-3	-5
CC(C)CCNC(=O)CN(CCCN1CCOCC1)C(=O)Cn1nnc(-c2ccc(F)cc2)n1	6	0	9	95	-1.5	3	0	-4	-5	-3
NC(=O)CN1C(=O)/C(=c2\sc3nc(=O)c(Cc4ccccc4)nn3c2=O)c2ccccc21	9	-3	1	99	-2.7	-1	-30	20	1	-4
COc1ccc(/C(C)=N/NC(=O)CNC(=O)c2cccs2)cc1	1	0	-4	100	-3.3	-1	5	4	?	10
O=C(c1cc(C2CC2)nn1-c1ccccc1)N1CCN(S(=O)(=O)c2ccccc2F)CC1	6	7	4	88	-1.2	2	6	-1	-91	-14
CN(CC(=O)Nc1cccc(F)c1)C(=O)CCCn1c(=O)oc2ccccc21	-5	2	5	94	-1.6	3	7	12	-14	-6
c1ccc(-c2nnnc3ccccc23)cc1	2	14	3	98	-2.4	3	0	0	6	-5
Nc1c(C(=O)Nc2ccc3c(c2)OCCO3)nnn1Cc1ccccc1	-11	-3	-1	91	-2.1	-4	-2	-6	-4	-6
Cn1c(=O)c(C(=O)NCCO)c(O)c2ccccc21	9	2	6	96	-0.9	2	2	1	-16	nt
Cc1noc(C)c1CSCC(=O)N1CCN(c2ccc(F)cc2)CC1	-8	1	-1	96	-0.8	0	-4	7	7	-5
CC(C)CC(c1nc2ccccc2[nH]1)n1c(-c2ccccc2Br)nc2ccccc21 (centres undefined)	9	-3	nt	98	nt	0	-5	-4	nt	-3
Cc1ccc(N(C(=O)c2csnn2)C(C(=O)NC2CCCC2)c2cccnc2)c(C)c1 (centres undefined)	0	1	-1	99	-0.9	1	1	1	-10	-5
CN(C)C(=O)c1c(NC(=O)c2ccccc2)sc2c1CCC2	1	4	1	96	-1.0	2	-5	-11	6	-5
N#Cc1ccc(OCC(=O)NNC(=S)NC2CCCCC2)cc1	-3	-5	1	100	1.0	-1	-3	2	4	-6
